FBW7 act: activators of human E3 ligase FBW7; Q969H0; AlphaScreen FBW7–phospho-cyclin E peptide binding, activator screen; normalized activity (activation), % at 26.1 µM; actives 0.13% (n = 650,000); in the data active means normalized activity above about 1.9%;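 further: purified mutant Fbw7 with reduced substrate affinity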
GPR151 activ: human GPR151 activation; PathHunter beta-arrestin GPR151 cells, luminescence; activation, % at 11.2 µM; Q8TDV0; actives 1% (n = 650,000); in the data active means activation above about 4.9%;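 further: 0% = median of compound wells and 100% = cells with positive control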
Target sequence (Q8TDV0 whole entry, looked up): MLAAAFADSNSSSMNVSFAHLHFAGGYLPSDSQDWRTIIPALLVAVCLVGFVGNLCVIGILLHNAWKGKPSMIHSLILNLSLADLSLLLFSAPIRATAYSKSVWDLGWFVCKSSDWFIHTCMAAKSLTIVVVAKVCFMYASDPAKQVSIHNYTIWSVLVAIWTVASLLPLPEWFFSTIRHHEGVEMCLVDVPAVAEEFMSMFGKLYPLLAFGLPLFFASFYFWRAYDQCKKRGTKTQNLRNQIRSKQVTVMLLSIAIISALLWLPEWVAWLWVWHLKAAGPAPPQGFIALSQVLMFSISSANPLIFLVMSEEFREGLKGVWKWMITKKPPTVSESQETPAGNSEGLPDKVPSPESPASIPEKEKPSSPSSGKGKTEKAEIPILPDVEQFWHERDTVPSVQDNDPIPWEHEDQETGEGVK
MITF primary: blocks human microphthalmia-associated transcription factor | AlphaScreen MITF homodimerization, bead proximity signal | actives 0.91% (n = 650,000) | O75030 | inhibition, % at 2.6 µM; in the data active means inhibition above about 50%;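 further: 0% = vehicle wells with protein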
Target sequence (O75030 whole entry, looked up): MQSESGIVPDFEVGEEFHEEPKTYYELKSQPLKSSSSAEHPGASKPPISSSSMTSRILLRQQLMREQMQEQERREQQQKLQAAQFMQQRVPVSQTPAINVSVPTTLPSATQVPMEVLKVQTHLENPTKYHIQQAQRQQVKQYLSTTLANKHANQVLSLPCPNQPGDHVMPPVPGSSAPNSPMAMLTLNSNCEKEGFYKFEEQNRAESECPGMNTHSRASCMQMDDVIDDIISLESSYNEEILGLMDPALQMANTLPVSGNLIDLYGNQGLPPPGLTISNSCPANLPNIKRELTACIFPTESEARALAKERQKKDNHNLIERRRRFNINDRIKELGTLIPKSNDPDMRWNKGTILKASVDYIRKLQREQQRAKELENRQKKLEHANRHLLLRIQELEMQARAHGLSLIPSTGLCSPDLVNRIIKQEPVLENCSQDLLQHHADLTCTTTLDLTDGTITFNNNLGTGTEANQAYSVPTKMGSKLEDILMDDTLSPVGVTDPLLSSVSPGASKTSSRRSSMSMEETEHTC
TEAD-YAP inh: TEAD-YAP interaction inhibition; HEK-TIYL cells, TEAD-Gal4/YAP UAS-luciferase luminescence; inhibition, % at 9.12 µM; actives 1.4% (n = 640,000); AID 1259422; in the data active means inhibition above about 32%;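 further: 0% = median of test compound wells and 100% = reference inhibitor wells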
The depositor's hits bear a star.

SMILES	FBW7 act	GPR151 activ	MITF primary	TEAD-YAP inh
CCn1nc(C(=O)NNC2CC(=O)N(c3cccc(OC)c3)C2=O)c2ccccc2c1=O (stereo unspecified)	0.3	-2.1	14.4	-2.0
CCCCOc1ccc(C(=O)N/C(=C/c2ccc(N(C)C)cc2)C(=O)Nc2ccc(C)c(Cl)c2)cc1	-0.1	-1.8	9.7	4.9
CCc1nc(SCC(=O)c2cccc([N+](=O)[O-])c2)n[nH]1	-0.1	-0.2	-9.2	10.2
Cc1cc(C(=O)Nc2ccc(I)cc2C(=O)O)c(-c2ccccc2)o1	0.0	-0.4	-1.1	2.5
Cc1cc(C)c(C#N)c(Oc2ccc(O)cc2)n1	0.0	0.2	22.8	2.4
CCOC(=O)c1ccc(NC(=O)NNC(=O)c2cc3c(s2)CCCCC3)cc1	0.4	0.0	14.8	9.1
CC1=CC(C)(C)N(C(=O)CSc2nnc(-c3ccccc3)o2)c2ccc(C)cc21	-0.2	0.9	6.6	-5.3
CCOC(=O)c1c(NC(=O)/C=C/c2ccccc2Cl)sc2c1CCCC2	0.0	0.5	10.2	-0.1
COc1cc(NC(=O)c2c(-c3ccccc3Cl)noc2C)c2ncccc2c1	0.1	-0.3	1.8	-3.5
OCC1CCCN1c1nc(NCCN2CCOCC2)c2[nH]cnc2n1 (stereo unspecified)	-0.1	0.7	1.6	-13.1
O=C1NC(C2CCCCC2)=NN/C1=C(/O)c1ccncc1	0.1	-1.8	2.5	-4.1
CCCCCCc1nnc(NC(=O)COc2ccccc2)s1	0.1	0.8	-2.9	-4.5
C=CCOC(=O)C1=C(C)Nc2c(c(=O)n(C)c(=O)n2C)C1c1ccc(OC)c(OC)c1 (stereo unspecified)	0.1	0.2	16.1	2.5
CCNc1sc(C(=O)c2ccc(C)cc2C)c(N)c1C#N	-0.2	-0.3	-4.4	-7.3
CC(=O)Oc1ccc(C(=O)Nc2cc(Cl)ccc2C(=O)O)cc1	-0.1	2.2	3.1	-7.4

An excerpt from above, limited to TEAD-YAP inh:
canonical_smiles,TEAD-YAP inh
CCc1nc(SCC(=O)c2cccc([N+](=O)[O-])c2)n[nH]1,10.2
Cc1cc(C(=O)Nc2ccc(I)cc2C(=O)O)c(-c2ccccc2)o1,2.5
Cc1cc(C)c(C#N)c(Oc2ccc(O)cc2)n1,2.4
CCOC(=O)c1ccc(NC(=O)NNC(=O)c2cc3c(s2)CCCCC3)cc1,9.1
CC1=CC(C)(C)N(C(=O)CSc2nnc(-c3ccccc3)o2)c2ccc(C)cc21,-5.3

Other entries
SMILES	FBW7 act	GPR151 activ	MITF primary	TEAD-YAP inh
FC(F)(F)c1cccc(NC(=S)N(CCCN2CCCCC2)Cc2cccs2)c1	-0.6	-0.6	1.7	-29.8
COCc1cccc(NC(=O)Cc2cccc3ccccc23)c1	0.0	2.0	-2.9	-6.9
CCOc1ccccc1N(CC(=O)Nc1cccc(F)c1)S(=O)(=O)c1ccccc1	0.3	-1.1	1.4	-0.1
CCOC(=O)CNC(=O)c1oc2ccccc2c1C	0.0	0.7	-1.6	-23.5
COc1cc2nc(C3CCC3)n(NC(=O)C3CCC3)c(=O)c2cc1OC	-0.1	0.9	13.6	0.7
CCn1c(CNC(=O)c2ccc(OC)cc2)nnc1SCC(=O)Nc1cccc(C)c1	0.0	0.7	-4.5	2.1
O=C(CNS(=O)(=O)c1ccc(Br)s1)NCc1ccc2c(c1)OCO2	0.0	-0.6	5.4	-1.0
O=C(CSc1nc2ccc(NC(=O)c3ccc(Br)cc3)cc2s1)NCCc1ccccc1	-0.2	-1.2	12.6	-0.7
CCOC(=O)CNC(=S)N(Cc1cccs1)C1CCCC1	0.0	-0.2	-9.7	0.5
CCCN1C(=O)C2C(C(=O)Nc3ccc(OCC)cc3)C3C=CC2(O3)C1C(=O)NC1CCCCC1 (stereo unspecified)	0.8	-1.2	-15.9	-2.8
COC(=O)C1=C(N)N(c2ccccc2C(F)(F)F)C2=C(C(=O)CC(C)(C)C2)C1c1cccnc1 (stereo unspecified)	0.4	0.6	14.4	4.4
CC1=NN(c2ccc(Cl)cc2Cl)C(=O)/C1=C\c1ccc(Cl)cc1	-0.2	-1.0	5.2	0.4
CCCC(O)(CCC)C(=O)NN(C(=O)Nc1ccccc1)c1ccccc1	0.1	-2.3	16.4	-0.3
Cc1cccnc1NC(=O)C(NS(=O)(=O)c1cccc2nsnc12)c1ccccc1 (stereo unspecified)	0.0	0.3	3.5	2.5
Cc1ccc(/C=C2/SC(=S)N(c3ccc(S(N)(=O)=O)cc3)C2=O)o1	-0.1	0.7	21.3	16.1

Entries from the list above that have a furan ring, fused or not:
SMILES	FBW7 act	GPR151 activ	MITF primary	TEAD-YAP inh
Cc1cc(C(=O)Nc2ccc(I)cc2C(=O)O)c(-c2ccccc2)o1	0.0	-0.4	-1.1	2.5
CCOC(=O)CNC(=O)c1oc2ccccc2c1C	0.0	0.7	-1.6	-23.5
Cc1ccc(/C=C2/SC(=S)N(c3ccc(S(N)(=O)=O)cc3)C2=O)o1	-0.1	0.7	21.3	16.1

Next section.
SMILES	FBW7 act	GPR151 activ	MITF primary	TEAD-YAP inh
O=S(=O)(NCCSc1nnnn1-c1ccccc1)c1ccccc1	-0.2	8.7*	-1.1	-2.7
CC(C)OCC(O)Cn1c(N/N=C/c2ccc(N(C)C)cc2)nc2c1c(=O)[nH]c(=O)n2C (stereo unspecified)	0.1	-2.4	16.1	5.6
CCc1cc(C(=O)N2CCC(C3(C)NC(=O)N(C4Cc5ccccc5C4)C3=O)CC2)n(C)n1 (stereo unspecified)	-0.1	1.0	-1.6	0.6
O=C(CSc1nc2[nH]ncc2c(=O)[nH]1)Nc1ccc(Br)cc1	-0.1	-0.9	-6.7	24.2
Cc1sc(NC(=O)Cn2nc([N+](=O)[O-])cc2C)c(C(N)=O)c1C	-0.2	0.8	-8.4	2.3
O=C(Cc1ccccc1)NNc1ccccc1	0.2	0.8	5.2	3.4
Cc1ccc(C2=NN(CC(=O)N3CCN(c4ccccn4)CC3)C(=O)CC2)cc1	0.1	0.5	4.1	6.8
COCc1nc2c(c(=O)[nH]1)C1(CCCC1)Cc1ccccc1-2	-0.1	-0.4	-0.8	-0.1
COc1ccc(-n2c(C)cc(=O)cc2C)c([N+](=O)[O-])c1	-0.1	0.1	9.1	-1.4
COc1ccccc1N1CCN(C(=O)CSc2ccc(C)cc2)CC1	-0.1	-1.4	-2.4	-1.0
COc1ccc(C2CC(c3ccc(OC(F)F)cc3)n3ncnc3N2)cc1 (stereo unspecified)	0.0	7.4*	-21.9	-1.3
O=C(c1ccccc1)c1ccccc1C(=O)N1CCCCC1	0.0	0.0	4.5	6.3
Cc1ccccc1SCC(=O)N1CCC(C(N)=O)CC1	0.1	-1.7	13.9	3.1
CCc1cc2c(=O)c(Oc3ccccc3)c(C)oc2cc1OC(C)=O	0.1	1.1	5.0	-2.9
O=C(NC1CCCCC1)c1ccc2c(c1)N(Cc1ccccc1F)C(=O)CS2	0.0	0.0	3.8	4.1
CCCCCCOC(=O)CCn1[nH]c(=O)c2ccccc2c1=O	0.0	1.3	4.0	5.2
CC(C)(C)C(=O)Nc1nnc(CC(=O)NCc2ccccc2)s1	-0.1	0.6	-1.9	-2.7
Nn1c(=S)[nH]c2ccsc2c1=O	-0.6	-4.2	15.8	5.0
CCOc1ccc(OCC)c(S(=O)(=O)N(C)C2CCCCC2)c1	0.0	-0.1	4.8	2.1
CSc1cccc(NC(=O)c2ccc(I)cc2)c1	-0.2	-1.2	-0.9	-31.0
CCCNC(=O)c1cc2c(s1)CSC2	0.1	-1.8	4.7	-2.7
Cc1cccc(-c2ncc(CN3CCN(CCC(C)C)C(CCO)C3)cn2)c1 (stereo unspecified)	0.3	-1.6	-2.4	-6.2
OCC1(CCc2ccccc2)CCN(Cc2ccncc2)CC1	0.6	-1.0	6.9	-15.6
Cc1cccc(N2CCN(C(=O)/C=C\C(=O)O)CC2)c1C	-0.5	-1.7	69.0*	0.5
N=c1oc2cc(O)ccc2cc1C(=O)Nc1nc2ccccc2s1	-0.3	-3.6	4.2	-43.5
COc1ccc(C2CC(c3ccc(Cl)cc3)=NN2c2ccccc2Cl)c(OC)c1 (stereo unspecified)	0.2	0.8	-15.2	11.4
COc1ccc(CCNc2nc(NC3CCN(Cc4ccccc4)CC3)nc3c2ncn3-c2ccccc2)cc1	-0.4	-1.0	-2.5	12.7
Cc1ccc(NC(=O)CN2CCC(C)CC2)cc1Br	0.6	0.2	14.2	-12.9
CCN(CC)c1nc(NCCCN2CCCC2=O)nc(N2CCN(c3ccccn3)CC2)n1	-0.1	3.9	2.3	10.2
Cc1ccc(C(=O)N2CCN3C(=O)[C@@H]4CCCN4C(=O)[C@H]3C2)cc1	-0.2	0.0	13.3	-1.5
CC(CNC(=O)CC(C)(C)CC1=NS(=O)(=O)c2ccccc2N1)CSc1ccc(Cl)cc1 (stereo unspecified)	-0.1	1.7	-0.8	18.0
CCC(C)NC(=O)C1CCN(S(=O)(=O)N(CC)CC)CC1 (stereo unspecified)	-0.1	-0.9	0.9	-3.2
CCCNC(=O)c1ccc(N2CC3CC(C2)c2cccc(=O)n2C3)c(NS(=O)(=O)c2ccc(Cl)cc2)c1 (stereo unspecified)	-0.1	1.4	-1.9	2.6
CC(=O)N1CCC2(CC1)OCc1cc(-c3cccc(C(N)=O)c3)ccc1O2	0.8	0.0	16.9	9.8
N#Cc1c(-c2ccc(Cl)cc2)cc(C2CC2)c(C#N)c1N	0.1	-1.6	14.0	2.0
CC(Sc1nnc(COc2ccc([N+](=O)[O-])cc2)n1-c1ccccc1)C(=O)O (stereo unspecified)	-0.1	0.9	-2.5	-4.4
Cn1c(=O)c2c(ncn2CC(=O)Nc2ccc(F)c(Cl)c2)n(C)c1=O	0.1	0.5	20.3	-5.0
Cc1cccc(C(=O)NC(=S)Nc2nc(-c3ccccc3)cs2)c1	0.4	-0.2	11.8	-6.8
O=C(COC(=O)c1c(F)cccc1F)Nc1ccccc1OC(F)F	0.0	-0.8	1.5	-0.4
Cc1cc(C)n2nc(C(=O)Nc3ccn(Cc4ccccc4C)n3)cc2n1	-0.1	0.3	-3.0	-6.0
COc1ccc(C(=O)N2c3ccc(F)cc3CCC2C)cc1[N+](=O)[O-] (stereo unspecified)	0.0	-0.8	9.5	0.7
O=S1(=O)N=C(C2CCNCC2)Nc2ccccc21	-0.2	1.6	6.9	-5.0
COC(=O)c1ccc(OCC(=O)Nc2nn(-c3ccccc3)nc2C(N)=O)cc1	0.0	1.8	-0.2	-8.6
Cc1ccccc1CNC(=O)C1CCN(C(=O)N2CCOc3ccc(Cl)cc32)CC1	-0.1	4.7	2.3	3.3
CCN(CC)CCNS(=O)(=O)c1ccc(Cl)cc1F	0.1	0.1	14.8	-1.5
O=C(O)CCCNC(=O)c1cncc(O)c1	-0.1	0.5	-8.0	-0.6
CCOC(=O)Cc1csc(NC(=O)CSc2nc3cccnc3n2CC)n1	-0.1	2.8	0.5	3.3
COC(=O)c1cccc(-c2cc(Cl)c3c(c2)CC(CNC(=O)c2c(C)noc2C)O3)c1 (stereo unspecified)	-0.1	1.0	2.0	-14.3
Cn1c2c(c(=O)n(C)c1=O)C(c1cccc(Cl)c1Cl)CC(=O)N2 (stereo unspecified)	-0.1	2.2	4.1	-2.7
Cn1cnnc1SCC(=O)Nc1ccc(Cl)cc1F	0.6	1.3	2.0	-6.7
COc1ccccc1N(CC(=O)NCC1CCCO1)C(=O)CCC(=O)Nc1cc(C)on1 (stereo unspecified)	-0.1	-1.0	-1.9	-5.1
Cc1ccc(NC(=O)C2CC(=O)N(C)C(=Nc3cccc(F)c3)S2)cc1Cl (stereo unspecified)	0.2	-0.6	3.4	-5.4
Cc1cc(OCCn2ccnc2)ccc1Cl	-0.1	1.9	13.7	-0.6
COc1ccc(C(CC(=O)O)NS(=O)(=O)c2ccc(C)cc2)cc1OC (stereo unspecified)	-0.2	1.5	-13.6	-2.3
CCOC(=O)c1sc2nc(C(C)NCCOC)[nH]c(=O)c2c1C (stereo unspecified)	0.0	4.0	3.2	-2.2
COc1cc(C(=O)N/N=C(\C)Cc2ccccc2)cc(OC)c1OC	-0.1	-0.3	12.0	58.4*
CC1=C(C(=O)Nc2cccc(C)c2C)C(c2ccc(N(C)C)cc2)NC(=O)N1 (stereo unspecified)	-0.1	1.2	14.2	4.0
CCOc1ccc(N(C(C)C(=O)NCc2ccccn2)S(C)(=O)=O)cc1 (stereo unspecified)	-0.2	-1.5	0.0	-14.6
Cc1ccccc1C(=O)N(C)Cc1ccccc1	0.1	-1.4	-2.1	6.5
O=C(CSc1cccc[n+]1[O-])Nc1ccccc1F	-0.1	0.1	-12.8	8.5
Next structures follow:
SMILES	FBW7 act	GPR151 activ	MITF primary	TEAD-YAP inh
Cc1ccc(C)c(N(CC(=O)NCc2ccccc2C)S(=O)(=O)c2ccccc2)c1	0.1	2.6	3.7	13.5
CC(C)Oc1ccc(Br)cc1/C=C1/SC(=Nc2ccccc2)N(c2ccccc2)C1=O	-0.1	-0.1	8.1	-0.5
CSc1ccc(S(=O)(=O)Nc2ccc(C(F)(F)F)cc2)cc1	0.1	0.0	21.3	-3.7
CCN(CC)c1nc(NCCN2CCOCC2)nc(Nc2nccc3ccccc23)n1	-0.1	-2.5	10.5	5.6
Cc1c(NC(=O)COC(=O)c2ccc(C(C)(C)C)cc2)c(=O)n(-c2ccccc2)n1C	0.0	1.3	6.2	1.9
C/C(=N\N=C(N)N)c1ccc(-n2ccnc2)cc1	0.5	-1.4	17.6	5.5

Quoted at random: 2 records from the list, in no set order.
SMILES	FBW7 act	GPR151 activ	MITF primary	TEAD-YAP inh
C/C(=N\N=C(N)N)c1ccc(-n2ccnc2)cc1	0.5	-1.4	17.6	5.5
CCN(CC)c1nc(NCCN2CCOCC2)nc(Nc2nccc3ccccc23)n1	-0.1	-2.5	10.5	5.6

Bioassay records from PubChem BioAssay.
